High-throughput results: PubChem, several laboratories
STK33 kinase inh: inhibitors of human STK33 kinase; Q9BYT3; purified STK33, MBP phosphorylation, ADP-Glo luminescence; inhibition, % at 10 µM; 320,000 compounds, 0.073% hits;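 active = inhibition at or above 25%, using the most active replicate where run in duplicate; inactive = inhibition below 25%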
Target sequence (Q9BYT3 whole entry, looked up): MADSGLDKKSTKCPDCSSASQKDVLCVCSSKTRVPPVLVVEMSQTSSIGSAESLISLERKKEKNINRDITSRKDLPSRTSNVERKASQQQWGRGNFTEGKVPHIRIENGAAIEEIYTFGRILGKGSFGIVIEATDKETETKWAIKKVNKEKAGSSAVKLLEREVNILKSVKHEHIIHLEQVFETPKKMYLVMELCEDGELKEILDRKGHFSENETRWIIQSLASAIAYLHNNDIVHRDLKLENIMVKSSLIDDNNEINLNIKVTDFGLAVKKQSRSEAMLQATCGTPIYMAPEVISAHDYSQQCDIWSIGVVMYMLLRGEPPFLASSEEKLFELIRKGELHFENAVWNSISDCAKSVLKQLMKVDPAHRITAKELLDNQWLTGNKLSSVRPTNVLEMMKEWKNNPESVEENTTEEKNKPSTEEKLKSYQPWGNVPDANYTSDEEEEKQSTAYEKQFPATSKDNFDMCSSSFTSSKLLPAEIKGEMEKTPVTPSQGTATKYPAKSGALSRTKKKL
KCNQ2 inh: KCNQ2 channel blockers in CHO-K1 cells – cell-based, FluxOR thallium flux, B-score, primary screen (AID 2156); 20 min; stronger effect = lower value; B-score at 10 µM; 310,000 compounds, 1.1% hits;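 active = fluorescence ratio B-score at most minus 3 library SDs, with starting brightness B-score within 2 library SDs, cut at about -5.5 in these data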
Kir21 inh: inhibitors of mouse Kir2.1 inward-rectifier potassium channel; P35561; HEK293-Kir2.1, FluxOR thallium flux fluorescence; stronger effect = lower value; B-score at 10 µM; 310,000 compounds, 0.85% hits; AID 1672;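 active = fluorescence ratio B-score at or below minus 3 SD of library scores, with starting-brightness B-score within 2 SD, cut at about -4.2 in these data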;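 note: channel flux triggered by added potassium and thallium sulfate stimulus; B-score of peak minus minimum fluorescence over baseline after thallium stimulus; more negative B-score means stronger Kir2.1 block with less thallium influx; some compounds called inactive have numbers as strong as hits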
Target sequence (P35561 whole entry, looked up): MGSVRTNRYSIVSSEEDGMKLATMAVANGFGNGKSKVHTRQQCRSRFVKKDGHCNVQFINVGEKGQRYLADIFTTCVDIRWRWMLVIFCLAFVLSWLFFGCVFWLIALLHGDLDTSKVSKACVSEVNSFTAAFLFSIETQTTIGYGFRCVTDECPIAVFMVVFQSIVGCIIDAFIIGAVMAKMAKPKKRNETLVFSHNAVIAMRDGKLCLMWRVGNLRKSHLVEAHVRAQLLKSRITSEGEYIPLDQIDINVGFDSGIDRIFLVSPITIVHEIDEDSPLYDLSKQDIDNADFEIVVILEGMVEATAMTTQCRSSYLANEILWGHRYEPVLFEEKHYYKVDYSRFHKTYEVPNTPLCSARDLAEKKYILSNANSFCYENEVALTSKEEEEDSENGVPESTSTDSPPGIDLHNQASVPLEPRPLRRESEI
* hit, by the source's call; i = inactive; . = not tested or not shown. Compounds were not picked by outcome; 1.9% or so of the library scored in one or more.

item	SMILES	Kir21 inh	KCNQ2 inh	STK33 kinase inh
1	COc1ccc(NC(=O)CN(C)C(=O)c2cccc(NS(=O)(=O)c3ccc(Br)cc3)c2)cc1	0.53	i	-0.2
2	Cc1ccc(N(CC(=O)N=Nc2c(O)[nH]c3ccccc23)S(C)(=O)=O)c(C)c1	1.1	i	0.3
3	O=C(CC(c1ccccc1)c1ccccc1)Nc1ccc(Cl)cn1	0.22	i	-2.5
4	Cc1ccc(S(=O)(=O)N(C(=O)c2ccncc2)c2ccc(OC(=O)c3ccncc3)cc2)c(C)c1	0	i	-0.5
5	CCc1cc(C(=O)N2CCCC(C(=O)c3cccc(OC(C)C)c3)C2)n(C)n1 (stereo not given)	-0.54	i	-0.7
6	Cn1c(=O)c(N=O)c(N)n(Cc2ccccc2)c1=S	-1.1	i	-1.4
7	O=[N+]([O-])c1ccc(C23CC4CC(CC(O)(C4)C2)C3)cc1	1.6	i	1.1
8	O=C(c1ccc(-c2ccccc2)cc1)C1CCCN(C(=O)c2ccncc2)C1 (stereo not given)	0.73	i	0.1
9	c1ccc2[nH]c3cc4ncnc4cc3nc2c1	-15	i	8.3
10	Cc1cccc(CNC(=O)c2ccccc2NC(=O)C2=CSCCO2)c1	0.47	i	3.5
11	O=S(=O)(c1cccs1)n1cnc2ccccc21	-1	i	1.5
12	Cc1ccsc1/C=N/N=C/c1sccc1C	-1.8	i	-1.1
13	CC(C)OP(=O)(c1ccc(N(C)C)cc1)C(O)c1c(Cl)cccc1Cl (stereo not given)	-0.93	i	0.3
14	COC(=O)CC1C(=O)NCCN1C(=O)CSc1nc2ccccc2c(=O)n1CC(C)C (stereo not given)	-0.88	i	-0.1
15	O=C(NCCc1ccccn1)C(F)(F)C(F)(F)C(F)(F)C(F)(F)C(F)(F)C(F)F	0.69	i	-1.3

Shown as labelled records: part of the list above
6) Cn1c(=O)c(N=O)c(N)n(Cc2ccccc2)c1=S
  Kir21 inh: -1.1	KCNQ2 inh: i	STK33 kinase inh: -1.4

7) O=[N+]([O-])c1ccc(C23CC4CC(CC(O)(C4)C2)C3)cc1
  Kir21 inh: 1.6	KCNQ2 inh: i	STK33 kinase inh: 1.1

8) O=C(c1ccc(-c2ccccc2)cc1)C1CCCN(C(=O)c2ccncc2)C1 (stereo not given)
  Kir21 inh: 0.73	KCNQ2 inh: i	STK33 kinase inh: 0.1

Following part:
item	SMILES	Kir21 inh	KCNQ2 inh	STK33 kinase inh
16	COc1cccc(C2=CC(c3ccccc3)n3nnnc3N2)c1 (stereo not given)	0.1	i	-2.5
17	O=C(NCc1ccccc1)C1=C[C@@H](C2CC2)C[C@@H](OCCCCO)O1	0.18	i	-0.4
18	CCOc1ccc(N(C)S(=O)(=O)c2cc(-c3cc(C)no3)ccc2CC)cc1	1.2	i	-0.4
19	Cn1c(=O)c2c(nc(SCCCC#N)n2Cc2ccccc2F)n(C)c1=O	-0.77	i	-0.1
20	Cn1nccc1C(=O)N1CCCC(C(=O)c2ccc(C(F)(F)F)cc2)C1 (stereo not given)	0.22	i	0.0
21	CCN1CCN(c2ccc(S(=O)(=O)N3CCOCC3)cc2NC(=O)c2ccccc2OC(F)F)CC1	-0.06	i	-4.6
22	CCN(CC)c1ccc(S(=O)(=O)N2CCOCC2)cc1NC(=O)COC(=O)c1cccnc1SC	-0.51	i	0.0
23	COC(=O)C(C)C1Sc2ccccc2NC1=O (stereo not given)	-0.43	i	-0.9
24	CN1CCc2c(sc(NC(=O)c3cc(Cl)sc3Cl)c2C(N)=O)C1	-0.68	i	1.0
25	Cc1ccc(-c2c(C(=O)O)c(C(=O)O)c3n2CCC3)cc1	0.43	i	-1.4
26	COc1ccccc1OC(C)c1nnc(SCC(=O)Nc2c(C)n(C)n(-c3ccccc3)c2=O)n1-c1ccccc1 (stereo not given)	0.41	i	0.5
27	CNC(=O)CS(=O)(=O)CC(=O)Nc1cc(OC(C)C)c(Cl)cc1Cl	-2.2	i	-0.5
28	COc1ccc(NC(=O)N/C=C/c2ccco2)cc1	1.9	i	-1.1
29	CC(C)(C)c1ccc(NC(=O)Cn2cnc3cc([N+](=O)[O-])ccc3c2=O)cc1	2.4	i	-1.9
30	CS(=O)(=O)N(CC(=O)N1CCOCC1)Cc1ccc(Cl)cc1	-1.3	i	-0.2

Next records
item	SMILES	Kir21 inh	KCNQ2 inh	STK33 kinase inh
31	CCOC(=O)N1CCN(C(=S)NC2CCCC2)CC1	-0.31	i	0.2
32	O=C(Cc1ccc(Cl)cc1)Nc1ccccc1C(=O)N1CCCCC1	-1.9	i	-1.0
33	COc1ccc(-n2ncc3c(N(C)C4CCCCC4)ncnc32)cc1	1.5	i	-0.8
34	Cc1cc(C)cc(OCCNC(=O)C2CCN(S(=O)(=O)c3ccccc3)CC2)c1	-1.6	i	-1.5
35	COC(=O)c1ccc(NC(=O)c2cnc3scc(C)n3c2=O)cc1	-1.3	i	0.1
36	CN1CCN(S(=O)(=O)c2cc(Cl)c(Cl)cc2Cl)CC1	-0.74	i	-1.1
37	CC1CCCN(C(=O)COC(=O)c2cc([N+](=O)[O-])ccc2N2CCOCC2)C1 (stereo not given)	-0.71	i	-0.7
38	Cc1onc(-c2c(F)cccc2Cl)c1C(=O)Nc1ccccc1N1CCOCC1	-0.72	i	1.4
39	COc1ccc(CNc2ncnc3c2[nH]c2ccccc23)cc1	0.9	i	1.0
40	O=C(Nc1cc(Cl)cc(Cl)c1)c1ccc(Cn2c(=O)[nH]c3ccsc3c2=O)cc1	0.17	i	-0.8
41	COC(=O)CCC(=O)OC1(C)C(=O)C=C2C=C(C3CC3)N(c3ccccc3)C=C2C1=O (stereo not given)	0.03	i	-0.9
42	Cc1cc(C)cc(NC(=O)CCOc2ccccc2)c1	0.23	i	-0.1
43	CC(c1ccccc1)c1nnc(N)s1 (stereo not given)	-0.06	i	-0.7
44	Cc1ccc(/C=C/C(=O)O)cc1S(=O)(=O)N1CCC(Cc2ccccc2)CC1	-1.8	i	0.2
45	CCOC(=O)c1c(C)[nH]c(C(=O)COC(=O)COc2ccccc2C)c1C	1.5	i	-0.1

(next part)
item	SMILES	Kir21 inh	KCNQ2 inh	STK33 kinase inh
46	COCCn1c(COc2cccc(OC)c2)nnc1SCC(=O)N1CCOCC1	1.7	i	-0.4
47	O=C(NCCc1ccccc1)c1ccc2c(c1)OCCO2	0.87	i	0.7
48	Clc1ccccc1-c1nnc2sc(-c3ccc(Br)o3)nn12	0.12	i	-0.1
49	CC(=O)N(CCN(C(C)=O)c1ccccc1)c1ccccc1	-1.2	i	-0.3
50	CCC/C=C1/CCCOC(C(=O)NCc2ccccc2)(C(F)(F)F)C1 (stereo not given)	-1.8	i	-1.7
51	COCn1c(COc2ccc3ccccc3c2)nc2ccccc21	-0.02	i	2.0
52	O=C(O)c1cccc(Cn2c(Cl)c(/C=N/NC(=O)c3cccc(O)c3)sc2=O)c1	0.77	i	-1.3
53	COc1cccc(OCC(=O)Nc2ccccc2C(=O)Nc2ccc(C(=O)O)cc2)c1	-0.07	i	5.9
54	O=C(CN(Cc1ccccc1F)C(=O)Cn1nnc(-c2cccs2)n1)NCC1CCCO1 (stereo not given)	0.91	i	-0.8
55	Cc1cc(NC(=O)c2cccs2)cc(-c2nc3ncccc3o2)c1O	1.5	i	-1.1
56	c1csc(-c2nc(-c3ccc(-c4ccon4)s3)no2)c1	-0.45	i	-2.1
57	CCCCNC(=O)COC(=O)c1cc(C)oc1C	-1	i	0.3
58	O=S(=O)(NCC1(N2CCOCC2)CCCCC1)c1ccc(F)cc1	-0.45	i	-2.0
59	C=CCOc1c(Br)cc(CNn2c(C)n[nH]c2=S)cc1OCC	-0.57	i	-1.1
60	C=CCNC(=O)c1cc2c(=O)n3cccc(C)c3nc2s1	0.17	i	-1.0

Further structures:
item	SMILES	Kir21 inh	KCNQ2 inh	STK33 kinase inh
61	O=C(COc1ccc([N+](=O)[O-])cc1)NN=C1CCCC1	-1.2	i	-0.2
62	N#Cc1cc(C(=O)c2ccccc2OCC(=O)Nc2ccccc2)cn(C2CCCCC2)c1=O	-0.19	i	1.3
63	O=C(Cn1cnc2c(cnn2-c2ccccc2)c1=O)NCCc1ccccc1	4.3	i	0.5
64	Cc1ccc(-c2nnn(CC(=O)Nc3ccccc3-c3ccccc3)n2)c(-n2cnnn2)c1	1.4	i	.
65	O=C(Nc1ccccn1)c1ccc2ccccc2n1	0.79	i	2.4
66	O=c1cc(-c2ccccc2)nc(N2CCCCC2)[nH]1	0.01	i	-1.5
67	COc1cccc(C(=O)Nc2cccc(SC)c2)c1	-0.11	i	-1.1
68	Cc1ccc(S(=O)(=O)NNC(=O)C2Cc3c(ccc4ccccc34)O2)cc1 (stereo not given)	1.7	i	0.6
69	COC(=O)c1ccc(NC(=O)CSc2nnc(-c3cccnc3)o2)cc1	2.1	i	-0.8
70	CC(C)C(c1nnnn1C1CCCCC1)N1CCN(c2ncccn2)CC1 (stereo not given)	2	i	.
71	CCCCc1c(C)[nH]c(C(=O)OCC)c1C	0.01	i	-0.3
72	O=C(O)c1cc(Cl)c2c(c1)OCO2	-6.2e-16	i	0.0
73	COc1ccc(CCNC(=O)CN2C(=O)NC(C)(c3ccc([N+](=O)[O-])cc3)C2=O)cc1 (stereo not given)	0.55	i	-0.1
74	CC1CCCCN1CC(=O)NC(=O)NCc1ccccc1 (stereo not given)	1.1	i	1.6
75	Nc1ccccc1C(=O)NCCN1CCNC1=O	2.6	i	-0.3

Later entries
item	SMILES	Kir21 inh	KCNQ2 inh	STK33 kinase inh
76	Cc1ccc(NC2=C(Cl)C(=O)OC2OC(=O)c2ccccc2)c(C)c1 (stereo not given)	-1.8	i	-0.6
77	Cc1ccc(OCC(O)CN2CCN(CC(O)COc3ccc(C)cc3)CC2)cc1 (stereo not given)	0.74	i	-0.4
78	O=C(CN(c1ccccc1)S(=O)(=O)c1ccccc1)Nc1ccccc1C(=O)NCc1ccco1	0.24	i	-1.4
79	COc1ccc(C2(O)CCN(C(=O)Cc3cccnc3)CC2)cc1	1.2	i	-1.2
80	Cc1ccc(C(=O)OCC(=O)N(CC(C)C)c2c(N)n(Cc3ccccc3)c(=O)[nH]c2=O)o1	0.77	i	-0.8
81	Cc1cc(C)c2c(N=NN3CCCCC3)[nH]nc2n1	-1.6	i	1.5
82	CC1CN(C(=S)SCC(=O)c2ccccc2)CC(C)O1 (stereo not given)	0.85	i	1.0
83	NS(=O)(=O)c1ccc(CCNC(=O)c2ccc(Cl)cc2[N+](=O)[O-])cc1	0.39	i	-0.6
84	CCCc1nc2c(=O)n(C)c(=O)[nH]c2n1C	0	i	-1.6
85	N#Cc1cc(C(=O)c2ccccc2O)cn(-c2ccc(Cl)cc2)c1=O	-0.29	i	-1.6
86	Nc1nc(NCCOCCO)nc(NCC2CCCO2)c1[N+](=O)[O-] (stereo not given)	0.15	i	-1.0
87	Cc1ccc(C(=O)C(C)N2C(=O)NC(C)(c3ccccc3)C2=O)cc1 (stereo not given)	0.01	i	-0.4
88	COc1ccccc1NC(=O)N1CCN(c2cccc(C(F)(F)F)c2)CC1	1.9	i	-0.9
89	O=C(CCn1c(=O)[nH]c2ccccc2c1=O)Nc1ccccc1	0.26	i	-0.9
90	O=C(NCCN1CCOCC1)/C(=C\c1ccccc1Cl)NC(=O)c1ccccc1	-1.5	i	0.0

Going on with the list.
item	SMILES	Kir21 inh	KCNQ2 inh	STK33 kinase inh
91	COc1ccc(CCNC(=O)C(=O)NCc2ccc(C(C)C)cc2)cc1OC	2.1	i	0.1
92	Cc1nc(SCC(=O)N2CCCc3ccccc32)c2oc3ccccc3c2n1	2.5	i	-2.3
93	Cn1c(=O)c2cc(NC(=O)c3ccccc3Cl)c(=O)oc2n(C)c1=O	1.3	i	-1.2
94	CN(C)CCCN(C(=O)c1ccc2ccccc2c1)c1nc2cc3c(cc2s1)OCO3	-3.3	i	-1.3
95	CCOC(=O)C1=NOC(CNc2ncc(C(F)(F)F)cc2Cl)C1 (stereo not given)	-0.21	i	-1.5
96	CCNC(=O)NC(=O)COC(=O)C1CSC2(C)CCC(=O)N12 (stereo not given)	-2.4	i	-0.5
97	Cc1cc(C)cc(NS(=O)(=O)c2c(C)[nH]c(=O)[nH]c2=O)c1	-1.2	i	-0.9
98	CC(C)COc1ccc(C(=O)OCCN2CCOCC2)cc1	-0.36	i	.
99	Cc1nn(-c2ccccc2)c(C)c1NC(=O)COC(=O)c1cc(Br)ccc1O	-0.03	i	1.1
100	Cn1c(CNc2ccccc2O)nc2ccccc21	-0.08	i	0.7
101	O=C(N/N=C\c1ccc(-c2ccccc2[N+](=O)[O-])o1)C1COc2ccccc2O1 (stereo not given)	0.11	i	0.8
102	CC(C)c1nnc(NC(=O)CS(=O)(=O)Cc2ccccc2)s1	-0.03	i	-0.3
103	COc1ccccc1C(=O)Nc1nnc(C)s1	0.53	i	0.8
104	CCOC(=O)C1CCN(S(=O)(=O)c2cnc[nH]2)CC1	0.13	i	-0.2
105	Nc1c(NCCCN2CCOCC2)c2ccccc2oc1=O	0	i	-2.0

Next entries.
item	SMILES	Kir21 inh	KCNQ2 inh	STK33 kinase inh
106	Cc1nc2ccccc2c2c1C(=O)N(C1CCCCCCC1)C2=O	-0.37	i	-0.1
107	COCCCNC(=O)CS(=O)Cc1nc(-c2ccccc2C)oc1C (stereo not given)	0.91	i	-0.6
108	Cc1ccnc(NC(=O)C2COc3ccccc3O2)c1 (stereo not given)	-0.5	i	.
109	Nn1c(SCC(=O)Nc2ccc3c(c2)OCO3)nnc1C1CCCCC1	0.54	i	-2.6
